G9a inh = blocks human histone lysine methyltransferase G9a; 8.8% of 350,000 active; G9a H3K9 monomethylation, AlphaScreen, 2 h; Potency, µM (series often up to 102 µM), inactives show at the top dose activity, negative = inhibition, usual class: inhibitors; further: potency means the concentration at half of the fitted maximal effect; on the % scale 0 is the no-effect control and ±100 the full control effect; nearly all actives have a fitted effect of over 75% in size
Target sequence (Q96KQ7 913-1193 limits assumed): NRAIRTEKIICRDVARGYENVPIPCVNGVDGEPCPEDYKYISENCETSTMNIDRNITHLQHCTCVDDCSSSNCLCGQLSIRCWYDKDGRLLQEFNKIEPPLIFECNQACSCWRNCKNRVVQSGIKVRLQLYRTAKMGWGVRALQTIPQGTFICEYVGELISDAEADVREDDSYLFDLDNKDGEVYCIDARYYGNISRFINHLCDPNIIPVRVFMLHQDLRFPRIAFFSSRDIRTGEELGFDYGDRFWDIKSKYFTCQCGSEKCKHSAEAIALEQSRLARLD
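Step 1: enzyme (final 20 nM) with compound, 15 min RT. Step 2: substrate peptide 500 nM and SAM 20 uM, 2 h RT. Step 3: anti-H3K9me1 antibody and AlphaScreen beads, 10 min, then plate read.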
JMJD2A Tudor inh = blocks the human JMJD2A Tudor domain | 4.4% of 390,000 active | AlphaScreen JMJD2A-Tudor / H3K4me3 peptide binding | Potency, µM (doses to about 114 µM), for inactives: at the top dose activity change, negative = inhibition, actives largely listed as inhibitors | O75164 | AID 504339; further: potency means the concentration at half of the fitted maximal effect; on the % scale 0 is the no-effect control and ±100 the full control effect; nearly all actives have a fitted effect of over 50% in size
GLS inhibitor = blocks human kidney-isoform glutaminase activity; O94925; GLS enzymatic activity, qHTS titration; Potency, µM (doses to about 45.5 µM), for inactives: at the top dose activity change, negative = inhibition, usual class: inhibitors; 0.21% of 410,000 active; further: potency means the concentration at half of the fitted maximal effect; on the % scale 0 is the no-effect control and ±100 the full control effect
Target sequence (O94925 whole entry, looked up, canonical isoform): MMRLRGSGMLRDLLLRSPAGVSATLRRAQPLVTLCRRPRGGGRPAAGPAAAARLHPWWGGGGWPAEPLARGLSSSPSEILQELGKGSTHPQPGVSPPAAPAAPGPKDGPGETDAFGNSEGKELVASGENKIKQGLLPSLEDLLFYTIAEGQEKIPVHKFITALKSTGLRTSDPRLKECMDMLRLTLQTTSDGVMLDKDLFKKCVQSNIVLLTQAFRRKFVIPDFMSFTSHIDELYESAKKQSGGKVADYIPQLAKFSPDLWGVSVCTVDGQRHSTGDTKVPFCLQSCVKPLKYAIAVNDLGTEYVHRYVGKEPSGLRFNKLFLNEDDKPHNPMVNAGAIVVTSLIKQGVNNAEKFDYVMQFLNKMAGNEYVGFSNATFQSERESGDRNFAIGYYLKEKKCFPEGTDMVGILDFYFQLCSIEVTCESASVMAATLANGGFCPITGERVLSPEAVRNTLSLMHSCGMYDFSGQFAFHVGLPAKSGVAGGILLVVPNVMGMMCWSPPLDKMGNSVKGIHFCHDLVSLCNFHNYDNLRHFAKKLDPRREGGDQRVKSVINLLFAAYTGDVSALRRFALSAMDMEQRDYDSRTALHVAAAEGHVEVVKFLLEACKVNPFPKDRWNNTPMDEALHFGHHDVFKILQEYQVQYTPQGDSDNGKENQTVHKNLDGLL
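Two-point fluorescence kinetic (t0, 30 min RT) for hKGA; glutamate detected via glutamate oxidase–HRP–Amplex Red. Substrate: 1 mM L-glutamine solution; buffer 45 mM KH2PO4, pH 8.2.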
ERG-DNA inh = blocks human ERG Ets domain binding to DNA; AID 624246; 0.028% of 370,000 active; P11308; Potency, µM (titrated, usually from 76.9 µM), inactives show at the highest dose FP activity, negative = inhibition, hits mostly inhibitors; fluorescence polarization, His-ERG Ets domain / labelled DNA; active means well fitted inhibition curve with a large enough effect in the polarisation, with a control signal flat; inconclusive means small, poorly fitted or top-dose-only effect, or effect the other way, or a change in a side signal; inactive means no such curve, though single readings can be large or run the other way; the % refers to the polarisation;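 further: polarization taken with two DNA probes labelled with fluorescein and Texas red; potency means the concentration at half of the fitted maximal effect; % of control where 0% means no effect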
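His-tagged ERG Ets domain (1 uM in the protein solution; 300mM KCl, 50mM Tris-HCl, 1mM EDTA, 1mM DTT, pH 7.5) received compound, then a probe mix of 5 nM fluorescein-DNA and 100nM Texas-615-DNA. Fluorescence polarization was read for both dyes.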
ALOX12 inh = blocks human arachidonate 12S-lipoxygenase; AID 1671190; purified 12hLO, xylenol orange hydroperoxide absorbance; Potency, µM (titrated, usually from 108 µM), without a hit: at the top dose activity change, negative = inhibition, most hits filed as inhibitors; P18054; 1.1% of 580,000 active; further: potency means the concentration at half of the fitted maximal effect; on the % scale 0 is the no-effect control and ±100 the full control effect
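Hydroperoxide product was detected by ferrous iron/xylenol orange as the 573 to 405 nm absorbance ratio. Arachidonic acid at 40 uM (final) was turned over for 30 min at room temperature by 150 nM human 12hLO, pH 7.0 Hepes buffer, after 15 min compound preincubation.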
RGS4 inh = human RGS4 inhibition | P49798 | Transcreener GDP fluorescence polarization, RGS4-accelerated GTP hydrolysis | Potency, µM (top dose mostly 114 µM), for the others: top-dose activity change, negative = inhibition, usual class: inhibitors | 0.039% of 390,000 active; further: potency means the concentration at half of the fitted maximal effect; on the % scale 0 is the no-effect control and ±100 the full control effect; nearly all actives have a fitted effect of over 75% in size; some results filed as inactive show a strong effect at the top dose
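MLSMR compounds (23 nl, pin-transferred) preincubated 10 min at room temperature with a 500nM (2x) first reagent, then RGS4 at 900nM (2x) plus Transcreener GDP mix added; fluorescence polarization (620/688 nm) read before and after 90 min at 30 °C.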
HP1b binding inh = blocks HP1-beta chromodomain binding to methylated histone tails; P83916; AlphaScreen HP1-beta / biotin-H3K9me3 peptide binding; Potency, µM (titrated, usually from 114 µM), inactives show top-dose activity change, negative = inhibition, usual class: inhibitors; AID 540317; 0.56% of 390,000 active; further: potency means the concentration at half of the fitted maximal effect; nearly all actives have a fitted effect of over 70% in size; inactives centre near 23
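Compound inhibition of the preformed complex between 50 nM HP1-beta and 50 nM biotinylated H3K9me3 peptide was read by AlphaScreen. Buffer was PBS pH 7.4 with 0.01% Tween-20. Incubations ran 30 min at room temperature, with 10 ug/mL donor/acceptor beads.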
PI4K2A inh = inhibitors of human PI4K2A. Q9BTU6. purified PI4K2A, ADP-Glo luminescence, 1 h; hits give low values. activity change, negative = inhibition, % at 76.9 µM. 0.13% of 420,000 active. AID 1346378; in the data active means activity change below about -50%; inconclusive means mostly about -30% to -49%;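 further: -100% = wells without enzyme as full effect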
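Compounds are screened against recombinant PI4K2A using PI as substrate and ATP, the latter dispensed at 300 microM. Reactions run one hour at ambient temperature before ADP-Glo detection; full inhibition defined by wells lacking enzyme.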
BAZ2B block = inhibitors of human BAZ2B bromodomain. Q9UIF8. AlphaScreen BAZ2B-H3K14Ac peptide displacement. Potency, µM (doses to about 114 µM), for inactives: top-dose activity change, negative = inhibition, most hits filed as inhibitors. 4.4% of 360,000 active. AID 504333; further: potency means the concentration at half of the fitted maximal effect; on the % scale 0 is the no-effect control and ±100 the full control effect; nearly all actives have a fitted effect of over 60% in size
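Compounds, titrated to a top concentration of 110 uM, were incubated 30 min at room temperature with preformed BAZ2B/acetyl-K14 H3 peptide complex (50 nM each). Proximity signal was measured by AlphaScreen after 20 min with beads.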
Active calls of the source: *; ? = inconclusive; / = not tested or not shown; & = joins results of further samples; [ ] = another dose, or the depositor's remark. Unless noted, the call rests on the fitted dose curve; in most records, active means well fitted curve in the direction sought with a large enough effect; inconclusive means small, poorly fitted or top-dose-only effect, or another doubt; inactive means no such curve, though single readings can be large; an effect the other way counts as inactive or inconclusive.

SMILES | G9a inh | JMJD2A Tudor inh | GLS inhibitor | ERG-DNA inh | ALOX12 inh | RGS4 inh | HP1b binding inh | PI4K2A inh | BAZ2B block
C/C(=N\S(=O)(=O)c1ccc(C)cc1)N1CCN(S(=O)(=O)c2ccccc2)C1 | -3%[2.33 µM] | -6% | 0% | -3% | -27% | -54% | 40%[activator] | 0 | 1%
CC(=O)c1ccc(N(CC(=O)NCC2CCCO2)C(=O)CCC(=O)Nc2cc(C)on2)cc1 (stereo not drawn) | 17% | -14% | -2% | 4% | -1% | -4% | 48%[activator] | -3 | 6%
Cc1cccc(C)c1NC(=O)C1(NC(=O)C2CCCN2C(=O)OC(C)(C)C)CCCCC1 (stereo not drawn) | -10%[59 µM] | -8% | -6% | -1% | -20% | 4% | 18% | -3 | 15%
Cc1ccc(-c2nc3ccc(C(=O)O)cc3nc2-c2ccc(C)cc2)cc1 | -12% | -28% | -23% | 2% | ? | -6% | 1% | -5 | ?
COc1ccc([N+](=O)[O-])cc1NC(=O)c1ccc(N(Cc2ccccc2Cl)S(C)(=O)=O)cc1 | -9% | -16% | -2% | 1% | -9% | 4% | 24% | -5 | -1%
O=C(CCCCCn1c(=O)[nH]c2ccccc2c1=O)NCCc1ccccc1 | 7%[59 µM] | -15% | -19% | 2% | ? | 11% | 30% | 1 | 3%
COc1ccc(NC(=S)/N=C(\N)Nc2nc(C)c3ccc(C)cc3n2)cc1 | 13%[59 µM] | -23% | 5% | -1% | ? | -29% | 34% | -4 | -13%
Cc1ccccc1N=Cc1cc2c(cc1O)OC(N)=C(C#N)C2c1ccccc1 (stereo not drawn) | 0%[59 µM] | ? | 3% | 1% | ? | -40% | 2% | -2 | -29%
CCOC(=O)c1csc(NC(=O)c2cccs2)n1 | 18% | -6% | 3% | 2% | -1% | -10% | 19%[57 µM] | -7 | -12%[57.1 µM]
O=C(COC(=O)/C=C/c1ccc(Br)o1)NCCCN1CCCC1=O | -41% | -14% | 8% | 8% | 47%[activator] | -15% | 30% | 0 | -3%
Cc1c(C(=O)N2CCCCC2)c(S(=O)(=O)NCc2ccc(Cl)cc2)c(C)n1C | 1% | -36% | -2% | 5% | 0% | 1%[11.4 µM] | -8% | -17 | ?
OC(CN=c1sc2ccccc2n1CC(O)COc1ccccc1)COc1ccccc1 (stereo not drawn) | -11%[59 µM] | -12% | -2% | 2% | -10% | -15% | 31% | 7 | -14%
NC(=O)C1CCN(C2CC(=O)NC2=O)CC1 (stereo not drawn) | 3% | -5% | -5% | 13% | 5% | -9% | 43%[activator] | -2 | -13%
O=C(/C=C/c1ccco1)OCc1nnc(-c2ccccc2)o1 | 50µM* | -26% | 2% | 18% | -29% | -10% | 6% | -9 | 50µM*
CNS(=O)(=O)c1cccc(C(=O)OCC(=O)NC2CCCC2)c1 | -31%[2.33 µM] | 4% | -4% | 9% | -3% | 4% | 34% | -3 | -4%
COc1ccc2nc(SCC(=O)Nc3cc(C)on3)[nH]c2c1 | 11% | -5% | -1% | -5% | 4% | -7% | 25% | -4 | -5%
O=C(Cc1ccc([N+](=O)[O-])cc1)Nc1ccc(Br)cn1 | -6%[2.33 µM] | 4% | -4% | 4% | 0% | -23% | 26% | 5 | 4%
O=C(CNS(=O)(=O)c1ccccc1)NCC(=O)OCc1ccc(Br)cc1 | 2% | ? | ? | 4% | 0% | -119%[56.9 µM] | -3% | -2 | 4%
CN(C)c1nc(-c2ccccc2)nnc1C(F)(F)F | 2%[59 µM] | -5% | 0% | -4% | 0% | 3% | 27% | -4 | 6%
Cc1noc(/C=C/N(C)C)c1S(=O)(=O)NC1CCCCC1 | -18% | -24% | 13% | 4% | 0% | -30% | 13% | -7 | -32%
O=C(Oc1ccc(Br)cc1C(=S)N1CCOCC1)c1cccc([N+](=O)[O-])c1 | 7.1µM* | ? | 3% | -3% | ? | -44% | ? | 9 | -31%
CCOc1ccc(CN2CCN(CCCc3ccccc3)C(CCO)C2)cc1 (stereo not drawn) | / | -24% | 7% | -1% | 0% | 31% | 12% | 1 | -6%
CCCCNC(=O)CCSc1ccc(C)cc1 | 7%[59 µM] | 6% | -2% | -1% | -12% | -17% | 48% | -5 | -1%
Cc1ccc(CN2CCCn3nc(C(=O)NCc4ccc(N(C)C)cc4)cc3C2=O)cc1 | 14µM* | ? | 17% | 9% | 5% | 1% | 0% | 3 | ?
Cc1cccc(C)c1NC(=O)C(Cl)=C(Cl)Cl | 1% | 1% | 15% | 6% | 6% | -37% | 41%[activator] | 3 | 7%
COc1ccc2[nH]c3nc(SCC(=O)NC4CC4)nnc3c2c1 | 4% | ? | 1% | 5% | -8% | 20% | 80%[activator] | 1 | -21%
O=C(NCc1ccccc1)c1ccc(Br)cc1Br | -3%[59 µM] | -13% | 2% | 7% | 6% | 22% | 41%[activator] | 2 | -6%
C[C@H](CCC(=O)O)[C@H]1CC[C@H]2[C@@H]3CC[C@@H]4C[C@H](O)CC[C@]4(C)[C@H]3C[C@H](O)[C@]12C | 32%[59 µM] | -12%&-8%&-27% | -3%&3%&3%&-7% | 11%&1%&17% | 0%&-13%&20%&-18% | 0%&-2%&18% | 38%&49%&7%[activator] | 4&-2&3 | /
COc1ccc(C(=O)OCc2cc(=O)n3ccsc3n2)cc1F | / | -8% | 15% | 2% | -15% | -14% | 26% | -6 | /
CCOC(CNC(=O)c1ccc2c(c1)ncn2-c1ccccc1OC)OCC | 15% | -5% | -9% | 7% | 0% | -4%[56.9 µM] | 72%[activator] | 1 | -3%
Cc1c(C(=O)OC(C)C)nnn1-c1nonc1N | 0%[59 µM] | -9% | 9% | -3% | -9% | 4% | 21% | 1 | -3%
O=C(c1ccc(N2CCCC2=O)cc1)N1CCN(c2ccccc2Cl)CC1 | 3%[2.33 µM] | -4% | -3% | 6% | ? | 14% | 35% | 0 | -3%
CN(CC(=O)Nc1ccccc1C(F)(F)F)C(=O)c1cc(Cl)nc2ccccc12 | 12%[0.501 µM] | -17% | 6% | 4% | 24% | 4% | 15% | -4 | 9%
Cc1nnc(N2CCCC(C(=O)Nc3ccccc3C(F)(F)F)C2)c2nn(-c3ccccc3)c(C)c12 (stereo not drawn) | ? | -16% | -10% | -2% | -55% | -25% | 51%[activator] | 0 | -28%
COC(=O)CNC(=O)c1ccc(C)s1 | -6%[59 µM] | -17% | 7% | 3% | 0% | -9% | 26% | -2 | 13%
CC(=O)c1c(C)[nH]c(C(=O)OCC(=O)N2CC(C)OC(C)C2)c1C (stereo not drawn) | 5%[12.7 µM] | -23% | 6% | 15% | -3% | -2% | 19% | 1 | ?
CCO[C@@H]1OC(C(=O)O)=C[C@H](c2coc3ccccc3c2=O)[C@H]1CCCO | 10%[12.7 µM] | -7% | -4% | -28% | -5% | -8% | 28% | 0 | 0%
CN(C)c1cc(-c2ccc([N+](=O)[O-])cc2)oc(=O)c1Cl | ? | -18% | 9% | 8% | 300%[activator] | -18% | 4% | 0 | -49%
O=C(c1cccc(N2CCCC2=O)c1)N1CCOCC1 | 12%[59 µM] | -6% | 2% | -3% | -15% | 13% | 12% | -2 | -2%
Cc1cc(NC(=O)CN2CCN(c3cccc(Cl)c3)CC2)no1 | -4% | -14% | -8% | -4% | 0% | 21% | 16% | 3 | -18%
CCCCc1nnc(SCC(=O)NC2CCCCC2)n1C | 66%[activator] | -11% | 1% | -7% | 0% | -6% | 19% | 5 | -14%
COc1ccc(CCNC(=O)CCN2C(=O)COc3ccccc32)cc1OC | 3%[12.7 µM] | -4% | 0% | / | 16% | 4% | 10% | 1 | 9%
O=[N+]([O-])c1ccc(N2CCN(c3ccccc3)CC2)cc1 | -8% | 7% | -4% | -10% | -1% | -18% | 18% | 11 | -12%
O=C(NCc1ccco1)c1ccc(Cn2c(SCc3ccccc3F)nc3cccnc32)cc1 | ? | -20% | 0% | -1% | -3% | -21% | 29% | -8 | -19%
CC(=O)Nc1sc2c(c1C(c1ccccc1)N1CCOCC1)CCCC2 (stereo not drawn) | -21%[59 µM] | -32% | -6% | 2% | 26% | -18% | 12% | 3 | -10%
O=C(c1ccc(N2CCOCC2)c([N+](=O)[O-])c1)N1CCCC(C(F)(F)F)C1 (stereo not drawn) | 12%[59 µM] | -14% | 4% | -6% | 7% | 2% | 6% | 3 | 4%
C[C@H]1CC[C@@]2(O[C@@H](CCO)C[C@H](O)[C@H]2O)O1 | / | -18% | 4% | 12% | -7% | -1% | 34% | -1 | /
NC(=O)N/N=C/c1cc(F)cc(F)c1 | 24% | 1% | 4% | -4% | -4% | 17% | 33% | 7 | -1%

3 entries already listed, arranged by the number in BAZ2B block, falling.
SMILES | G9a inh | JMJD2A Tudor inh | GLS inhibitor | ERG-DNA inh | ALOX12 inh | RGS4 inh | HP1b binding inh | PI4K2A inh | BAZ2B block
O=C(c1ccc(N2CCOCC2)c([N+](=O)[O-])c1)N1CCCC(C(F)(F)F)C1 (stereo not drawn) | 12%[59 µM] | -14% | 4% | -6% | 7% | 2% | 6% | 3 | 4%
O=[N+]([O-])c1ccc(N2CCN(c3ccccc3)CC2)cc1 | -8% | 7% | -4% | -10% | -1% | -18% | 18% | 11 | -12%
CCCCc1nnc(SCC(=O)NC2CCCCC2)n1C | 66%[activator] | -11% | 1% | -7% | 0% | -6% | 19% | 5 | -14%

An excerpt; the hit share may differ from the screen's.
